Bioassay records as filed in PubChem BioAssay.
OX1R antag-1: antagonists of human orexin 1 receptor (OX1R). OX1R-expressing cells, FRET antagonist read-out. AID 485270, 2010. Orexin/Hypocretin receptor type 1 (Homo sapiens), O43613. inhibition, % at 6.6 µM. 330,000 tested, 1.8% active; in the data active = inhibition mostly above about 38%, no sharp cut-off; inactive = mostly below about 40%;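 also: 0% = agonist challenge alone and 100% = reference antagonist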
Target sequence (O43613 whole entry, looked up): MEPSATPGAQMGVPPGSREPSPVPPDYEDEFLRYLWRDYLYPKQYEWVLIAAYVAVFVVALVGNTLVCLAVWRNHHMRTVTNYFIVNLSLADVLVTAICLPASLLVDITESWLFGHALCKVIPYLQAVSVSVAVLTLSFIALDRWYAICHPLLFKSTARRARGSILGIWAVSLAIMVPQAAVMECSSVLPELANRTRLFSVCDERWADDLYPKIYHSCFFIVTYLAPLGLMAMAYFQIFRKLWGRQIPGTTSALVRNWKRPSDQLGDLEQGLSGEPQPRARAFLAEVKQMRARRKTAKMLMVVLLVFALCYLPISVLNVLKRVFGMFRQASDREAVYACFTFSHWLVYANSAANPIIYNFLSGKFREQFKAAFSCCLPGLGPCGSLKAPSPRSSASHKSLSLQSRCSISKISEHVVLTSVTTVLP
OX1R antag-2: OX1R (HCRTR1) antagonists, primary screen, fluorescence, CHO/OX1R cells, Fluo-8 calcium, orexin A; Orexin/Hypocretin receptor type 1 (Homo sapiens), O43613; Fluo-8 calcium fluorescence; inhibition, % at 5 µM; 330,000 tested, 0.43% active; AID 434989, 2010;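 active = inhibition above its plate's threshold, mean inhibition of all tested compounds on the plate plus 3 SD, cut at about 37% in these data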;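 also: 0% = orexin A challenge wells and 100% = SB-334867-A antagonist wells; not every result past the cut was called active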
* marks the source's active call; other numbers are inactive results.

Results for CCCc1cc(=O)oc2c(CN3CCCC3)c(O)ccc12 ?
OX1R antag-1: 94*; OX1R antag-2: -24

Results for O=C(CSCc1cnn(-c2ccccc2)c1-n1cccc1)NCc1cccnc1 ?
OX1R antag-1: 11; OX1R antag-2: -27

Results for O=C(/C=C/c1ccco1)NCC(=O)N/N=C/c1ccc(Cl)cc1 ?
OX1R antag-1: 4; OX1R antag-2: -11

What do the screens show for `Cc1cc(/C=C2\SC(=S)NC2=O)c(C)n1C1CC1`?
OX1R antag-1: 10; OX1R antag-2: -18

Results for Cc1oc(-c2ccccc2F)nc1CS(=O)(=O)CC(=O)N1CCc2ccccc21 ?
OX1R antag-1: 11; OX1R antag-2: -4

How did Cn1c(-c2ccc([N+](=O)[O-])cc2)nc2ccccc21 do in these assays?
OX1R antag-1: 51*; OX1R antag-2: -9

Results for CS(=O)(=O)N(Cc1ccccc1)c1ccc(C(=O)NCc2ccccc2)cc1 ?
OX1R antag-1: 6; OX1R antag-2: -9

What do the screens show for `O=C(NCc1ccccn1)c1nc(-c2ccc(C(F)(F)F)cc2)no1`?
OX1R antag-1: 0; OX1R antag-2: -9

Results for O=C(CC12CC3CC(CC(C3)C1)C2)NC(=S)N1CCCCC1 ?
OX1R antag-1: 2; OX1R antag-2: -25

Results for Cc1cc(NCc2ccco2)n2ncnc2n1 ?
OX1R antag-1: 10; OX1R antag-2: 0

How did CCCCCCNC(=O)C(C#N)c1nc2ccccc2nc1N1CCCC1 (centres undefined) do in these assays?
OX1R antag-1: 24; OX1R antag-2: -11

What do the screens show for `COc1cc(OC)cc(C(=O)N[C@H](C(=O)NCc2ccco2)C(C)C)c1`?
OX1R antag-1: 9; OX1R antag-2: -19

How did Cc1cc(-c2ccccc2)nc2c(Br)c(C(=O)O)nn12 do in these assays?
OX1R antag-1: 14; OX1R antag-2: -4

Results for CCOc1cc(CNCCCN2CCOCC2)cc(Cl)c1OCC(=O)NC(C)(C)C ?
OX1R antag-1: 10; OX1R antag-2: -14

Results for O=C(O)c1ccc2c(c1)C(=O)N(Cc1ccccc1)C2=O ?
OX1R antag-1: 18; OX1R antag-2: -13

How did CCc1ccc(OCc2nnc(SCC(=O)N3CCN(c4ccccc4)CC3)o2)cc1 do in these assays?
OX1R antag-1: 10; OX1R antag-2: 10

How did O=C(c1cccc(S(=O)(=O)N2CCCC2)c1)N1CCOCC1 do in these assays?
OX1R antag-1: 8; OX1R antag-2: 2

Results for CCOc1ccc(Nc2nc(N)nc(CCl)n2)cc1 ?
OX1R antag-1: 2; OX1R antag-2: 9

How did O=C1C(=O)N(CCO)C(c2ccccc2[N+](=O)[O-])/C1=C(\O)c1ccccc1 (centres undefined) do in these assays?
OX1R antag-1: 4; OX1R antag-2: -2

Results for Cc1ccc(C2=NS(=O)(=O)N(C)C(C(=O)Nc3ccc4c(c3)OCO4)=C2)cc1 ?
OX1R antag-1: 28; OX1R antag-2: 6

Results for CCOC(=O)c1ccc(-n2c(C)nc3c(cnn3-c3ccccc3Cl)c2=O)cc1 ?
OX1R antag-1: 2; OX1R antag-2: -29

Results for Oc1ccccc1N1CCN(c2ncnc3sc(-c4ccccc4)cc23)CC1 ?
OX1R antag-1: 30; OX1R antag-2: -7

What do the screens show for `COc1ccc(C(C#N)=C2C=CC(=NO)C=C2)cc1`?
OX1R antag-1: -1; OX1R antag-2: 7

Results for Cc1ccc(S(=O)(=O)N2CCOCC2)cc1C(=O)OCC(=O)c1c(N)n(C)c(=O)n(C)c1=O ?
OX1R antag-1: -2; OX1R antag-2: -6

How did O=C(c1cccs1)N1CCCC(c2nc3c(nnn3Cc3ccccc3Cl)c(=O)[nH]2)C1 (centres undefined) do in these assays?
OX1R antag-1: 7; OX1R antag-2: -36

How did COc1cccc(-c2csc(N3CCN(C(=O)Nc4ccccc4OC)CC3)n2)c1 do in these assays?
OX1R antag-1: 17; OX1R antag-2: -2

What do the screens show for `CCOc1ccc(NC(=O)COC(=O)CCC(=O)c2cccs2)cc1`?
OX1R antag-1: 8; OX1R antag-2: -7

What do the screens show for `COc1cccc(-c2cc(C(=O)Nn3cnnc3)c3ccccc3n2)c1`?
OX1R antag-1: 29; OX1R antag-2: 4

What do the screens show for `Cc1ccc(Cn2ccc(NC(=O)c3cc(C(C)C)on3)n2)cc1`?
OX1R antag-1: 21; OX1R antag-2: -14

How did CCn1cc(C(=O)NCc2ccccc2)c(=O)c2cc(F)c(N3CCN(C(=O)c4ccco4)CC3)cc21 do in these assays?
OX1R antag-1: 7; OX1R antag-2: -24

What do the screens show for `O=C(c1ccco1)N1CCN(c2ccc(S(=O)(=O)N3CCCC3)cc2)CC1`?
OX1R antag-1: 10; OX1R antag-2: 2

What do the screens show for `O=C1Nc2ccc(S(=O)(=O)NCCC3=CCCCC3)c3cccc1c23`?
OX1R antag-1: 61; OX1R antag-2: 34

How did COCCCNc1oc(-c2ccccc2F)nc1C#N do in these assays?
OX1R antag-1: 8; OX1R antag-2: 4

What do the screens show for `C[C@H](NC(=O)[C@@H]1Cc2ccccc2CN1)C(=O)Nc1ccc2c(c1)OCO2`?
OX1R antag-1: 14; OX1R antag-2: -12

What do the screens show for `Cc1c(C(=O)N2CCN(c3ncccn3)CC2)oc2ccc(F)cc12`?
OX1R antag-1: 5; OX1R antag-2: -7

How did c1c2c(cc3sc(N4CCCCC4)nc13)OCO2 do in these assays?
OX1R antag-1: 12; OX1R antag-2: -27

What do the screens show for `O=C(Nc1ccccc1N1CCCC1)c1ccco1`?
OX1R antag-1: 17; OX1R antag-2: -29

Results for COc1ccc(NC(=O)c2cccc3c2C(=O)N(C2CCCCC2)C3)cc1 ?
OX1R antag-1: 17; OX1R antag-2: -21

How did Cc1cc(C)cc(OCC(=O)N/N=C/c2ccco2)c1 do in these assays?
OX1R antag-1: 1; OX1R antag-2: 9

How did O=C(NCc1ccc2c(c1)OCO2)c1c(Cl)cccc1Cl do in these assays?
OX1R antag-1: 18; OX1R antag-2: -4

Results for CCN(CC(=O)NCCc1ccccc1)S(=O)(=O)c1ccc(C)cc1 ?
OX1R antag-1: -2; OX1R antag-2: -14

What do the screens show for `CC(C)(C)OC(=O)NCCc1nnc(SCc2ccccc2Cl)o1`?
OX1R antag-1: 13; OX1R antag-2: -21

How did c1ccc2c(c1)Cc1ccccc1O2 do in these assays?
OX1R antag-1: 19; OX1R antag-2: 1

What do the screens show for `N#Cc1ccc(-c2cccnc2)nc1SCC(=O)Nc1sc2c(c1C#N)CCC2`?
OX1R antag-1: 21; OX1R antag-2: -13

How did CCC1CCCCN1C(=O)c1c[nH]c2ccc(S(=O)(=O)N(C)c3ccc(Cl)cc3)cc2c1=O (centres undefined) do in these assays?
OX1R antag-1: 17; OX1R antag-2: 9

Results for CC1CC(C)CN(S(=O)(=O)c2cccc(C(=O)OCCN3CCCC3=O)c2)C1 (centres undefined) ?
OX1R antag-1: 24; OX1R antag-2: -19

What do the screens show for `Cc1ccc(/C=N/NC(=O)c2ccc(N(C)S(=O)(=O)c3ccccc3)cc2)cc1`?
OX1R antag-1: 20; OX1R antag-2: -10

How did CCN(CC)CCCN(CC(=O)N(C)Cc1ccccc1)C(=O)c1ccc([N+](=O)[O-])cc1 do in these assays?
OX1R antag-1: 25; OX1R antag-2: -29

How did Cc1ccc(/C=c2\sc3n(c2=O)CN(c2ccc(Br)cc2)CN=3)o1 do in these assays?
OX1R antag-1: 23; OX1R antag-2: 8

Results for CCC12CN(C(=O)c3ccc(C)cc3)CC(CC)(CN(C(=O)c3ccc(C)cc3)C1)C2=O ?
OX1R antag-1: 28; OX1R antag-2: -25

How did CC(=O)c1cccc(NC(=O)CN(c2ccc(F)cc2)S(C)(=O)=O)c1 do in these assays?
OX1R antag-1: 20; OX1R antag-2: -15

How did CC1(C)COC(c2ccc(F)c([N+](=O)[O-])c2)=N1 do in these assays?
OX1R antag-1: 26; OX1R antag-2: -11

How did COc1ccccc1OCC(=O)Nc1cccc(N(C)S(C)(=O)=O)c1 do in these assays?
OX1R antag-1: 0; OX1R antag-2: -5

What do the screens show for `CC(Nc1nc(N2CCCC2)nc2ccccc12)c1ccccc1` (centres undefined)?
OX1R antag-1: 27; OX1R antag-2: -42

How did COc1cc(C(=O)NCCNC(=O)C2CCCNC2=O)cc(OC)c1OC (centres undefined) do in these assays?
OX1R antag-1: 10; OX1R antag-2: -1

How did CC(=O)N1N=C(c2ccncc2)OC12CCCC2 do in these assays?
OX1R antag-1: 11; OX1R antag-2: -14

Results for CC1(c2nnc(-c3ccncc3)o2)CC(c2cccnc2)=NO1 (centres undefined) ?
OX1R antag-1: 6; OX1R antag-2: 2

Results for O=C(CC(=O)N/N=C/c1ccc(O)cc1)N/N=C/c1ccc(O)cc1 ?
OX1R antag-1: 9; OX1R antag-2: -6

How did CN(Cc1ccc(F)cc1)C(=O)c1cc(COc2ccc(F)cc2F)on1 do in these assays?
OX1R antag-1: 12; OX1R antag-2: -8

What do the screens show for `COc1ccc(CCC(=O)NCC(=O)OCc2ccccc2)cc1`?
OX1R antag-1: -3; OX1R antag-2: -4

How did CCCCCOc1ccc(Cl)cc1CN1CCOCC1 do in these assays?
OX1R antag-1: 23; OX1R antag-2: -24

What do the screens show for `COc1ccccc1N1CCN(C(=O)c2cc3c(-c4ccc(Cl)cc4)nn(C)c3s2)CC1`?
OX1R antag-1: 3; OX1R antag-2: -21

What do the screens show for `COC(=O)c1ccccc1NC(=O)CN(c1ccccc1)S(=O)(=O)N(C)C`?
OX1R antag-1: 25; OX1R antag-2: -23

Results for O=C(CSc1ccc(-c2cccc([N+](=O)[O-])c2)nn1)N1CCCC1 ?
OX1R antag-1: 72*; OX1R antag-2: -16

How did CC1=CC(C)(C)N=C(Nc2nc(C)c3cc(C)cc(C)c3n2)N1 do in these assays?
OX1R antag-1: 18; OX1R antag-2: -18

What do the screens show for `c1ccc2c(c1)[nH]c1c(N3CCN(C4CCCCC4)CC3)ncnc12`?
OX1R antag-1: 15; OX1R antag-2: -51

Results for CC(C)(O)CC[C@@H](O)[C@](C)(O)[C@H]1CC[C@@]2(O)C3=CC(=O)[C@@H]4C[C@@H](O)[C@@H](O)C[C@]4(C)C3CC[C@]12C (some centres undefined) ?
OX1R antag-1: 16; OX1R antag-2: -5

Results for COc1ccc(CNCC(=O)Nc2cc(OC)cc(OC)c2)cc1 ?
OX1R antag-1: 0; OX1R antag-2: -17

How did COc1ccc(CSc2n[nH]c(C)n2)cc1Br do in these assays?
OX1R antag-1: 4; OX1R antag-2: 17

How did COc1ccc(C(NC(=O)C(C)C)c2c(O)ccc3ccccc23)cc1OC (centres undefined) do in these assays?
OX1R antag-1: 6; OX1R antag-2: -17

Results for CC(C)[C@H](NC(=O)c1nn(Cc2ccccc2)c(=O)c2ccccc12)C(=O)O ?
OX1R antag-1: 4; OX1R antag-2: 2

Results for CCOC(=O)c1c(N=CN(C)C)c2cc([N+](=O)[O-])cnc2n1C ?
OX1R antag-1: 18; OX1R antag-2: -13

The closing two compounds of the part above come first, to join the parts:
Results for CC(C)[C@H](NC(=O)c1nn(Cc2ccccc2)c(=O)c2ccccc12)C(=O)O ?
OX1R antag-1: 4; OX1R antag-2: 2

Results for CCOC(=O)c1c(N=CN(C)C)c2cc([N+](=O)[O-])cnc2n1C ?
OX1R antag-1: 18; OX1R antag-2: -13

What do the screens show for `CC(=O)Nc1cc(OC(=O)c2ccco2)cc(OC(=O)c2ccco2)c1`?
OX1R antag-1: 6; OX1R antag-2: -14

How did Cc1cccc(OCC(=O)NCc2cc(C)nc3ccccc23)c1 do in these assays?
OX1R antag-1: 25; OX1R antag-2: -12

Results for O=c1c2ccccc2nc(-c2ccco2)n1-c1nc2ccccc2s1 ?
OX1R antag-1: 10; OX1R antag-2: -32

What do the screens show for `c1ccc(-c2csc(N3CCN(c4ccccn4)CC3)n2)cc1`?
OX1R antag-1: 36; OX1R antag-2: -9

What do the screens show for `O=C(Cc1ccccc1)Nc1ccc(NC(=O)Cc2ccccc2)c(Cl)c1`?
OX1R antag-1: 13; OX1R antag-2: 12

Results for Cc1ccc(C(=O)NC2CCSC2=O)cc1 (centres undefined) ?
OX1R antag-1: 9; OX1R antag-2: -9

How did CCCNC(=O)C(Cc1cccc(Cl)c1)NC(=O)c1ccccc1 (centres undefined) do in these assays?
OX1R antag-1: 1; OX1R antag-2: -32

In the list so far, 8 have fluorine.
Results for Cc1oc(-c2ccccc2F)nc1CS(=O)(=O)CC(=O)N1CCc2ccccc21 ?
OX1R antag-1: 11; OX1R antag-2: -4

What do the screens show for `O=C(NCc1ccccn1)c1nc(-c2ccc(C(F)(F)F)cc2)no1`?
OX1R antag-1: 0; OX1R antag-2: -9

How did CCn1cc(C(=O)NCc2ccccc2)c(=O)c2cc(F)c(N3CCN(C(=O)c4ccco4)CC3)cc21 do in these assays?
OX1R antag-1: 7; OX1R antag-2: -24

How did COCCCNc1oc(-c2ccccc2F)nc1C#N do in these assays?
OX1R antag-1: 8; OX1R antag-2: 4

What do the screens show for `Cc1c(C(=O)N2CCN(c3ncccn3)CC2)oc2ccc(F)cc12`?
OX1R antag-1: 5; OX1R antag-2: -7

How did CC(=O)c1cccc(NC(=O)CN(c2ccc(F)cc2)S(C)(=O)=O)c1 do in these assays?
OX1R antag-1: 20; OX1R antag-2: -15

How did CC1(C)COC(c2ccc(F)c([N+](=O)[O-])c2)=N1 do in these assays?
OX1R antag-1: 26; OX1R antag-2: -11

How did CN(Cc1ccc(F)cc1)C(=O)c1cc(COc2ccc(F)cc2F)on1 do in these assays?
OX1R antag-1: 12; OX1R antag-2: -8
